# Compound activity deposited in PubChem BioAssay by several laboratories.
# APP transl inh: APP translation inhibition; SH-SY5Y APP 5'UTR-luciferase reporter, luminescence; inhibition, % at 2 µM; 190,000 tested, 0.82% active;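 active = inhibition above a set limit, derived from the sample mean plus 3 SD, cut at about 45% in these data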; also: values of inactives mirror those of a sister screen read the other way
# STAT1 act: activators of IFN-gamma induced STAT1 signaling. AID 932. 200,000 tested, 2.6% active. NIH 3T3 STAT1-luciferase reporter, luminescence; 100% = IFN-gamma alone, no compound. activation (% of control), % at 5.5 µM;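 active = activation above the screen-wide mean activation plus 3 SD, cut at about 130% in these data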;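 also: raw ratio to IFN-gamma control signal so 100% means no change and 0% no light; values of inactives mirror those of a sister screen read the other way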
# G6PDH counter: inhibits Leuconostoc G6PDH, flagging false hits in G6PDH-based assays; Purified L. mesenteroides G6PDH, diaphorase/resazurin coupled fluorescence, 45 min; inhibition, % at 5 µM; 200,000 tested, 0.12% active; AID 1020; in the data active = inhibition above about 50%
# NF-kB expr up: raises NF-kB expression in human neuronal cells | NF-kB reporter expression; stronger effect = higher value | fold change at 12.5 µM | 190,000 tested, 1.6% active; in the data active = fold change above about 3.3
# APP 5'UTR act: activates APP 5'UTR luciferase reporter; 190,000 tested, 1% active; activation, % at 2 µM; SH-SY5Y APP 5'UTR luciferase reporter, luminescence; zero percent = DMSO vehicle wells;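 active = activation above a set limit, based on mean plus 3 SD of controls, cut at about 140% in these data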; also: values of inactives mirror those of a sister screen read the other way
# Hsp70 act: switches on Hsp70 transcription; activation, % at 10 µM; 200,000 tested, 0.04% active; AID 1203; HeLa Hsp70 promoter luciferase reporter, luminescence; scaled: vehicle 0, proteasome-inhibitor control 100%;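 active = activation above the mean across all tested compounds plus 3 SD, cutoff set per campaign, cut at about 5.5% in these data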;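 also: 100% = MG132 at 30 µM as the positive control and 0% = DMSO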
# FLuc stim CS: firefly luciferase counter-screen for stimulation assays. P08659. ATPlite luciferase biochemical, luminescence, 10 min; 0 = ATP-free wells, 1 = DMSO control. activation factor at 10 µM. 200,000 tested, under 10 active. AID 1027;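 active = luciferase activation factor, scaled between plate controls, of at least 2 with compound at 10 µM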
# Target sequence (P08659 whole entry, looked up): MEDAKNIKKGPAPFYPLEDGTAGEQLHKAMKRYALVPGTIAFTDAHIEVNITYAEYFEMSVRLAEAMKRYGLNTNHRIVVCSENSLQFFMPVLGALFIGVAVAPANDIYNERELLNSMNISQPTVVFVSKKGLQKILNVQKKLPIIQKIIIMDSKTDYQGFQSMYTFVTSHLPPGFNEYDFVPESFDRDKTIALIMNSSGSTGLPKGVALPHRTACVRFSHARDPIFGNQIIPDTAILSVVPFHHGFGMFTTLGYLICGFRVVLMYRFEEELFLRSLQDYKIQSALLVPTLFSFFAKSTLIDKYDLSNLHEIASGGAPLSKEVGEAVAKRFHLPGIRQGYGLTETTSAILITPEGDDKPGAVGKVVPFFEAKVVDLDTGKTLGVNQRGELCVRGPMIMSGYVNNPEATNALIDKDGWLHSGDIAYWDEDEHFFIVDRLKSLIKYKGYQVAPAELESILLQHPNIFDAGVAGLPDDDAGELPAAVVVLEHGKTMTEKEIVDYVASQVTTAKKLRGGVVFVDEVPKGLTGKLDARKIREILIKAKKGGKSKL
#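 Assay system: Luciferase/luciferin detection reagent, cell-free biochemical luciferase assay / Also added: ATP substrate / Schedule: 10 min at ambient temperature / Measured by: luminescence measurement of luciferase light output / Benchmarks: low control with PBS replacing ATP, high control enzyme plus ATP without compound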
# FLuc inh counter: inhibits firefly luciferase, flagging false hits in luciferase inhibition screens; P08659; ATPLite firefly luciferase biochemical luminescence, 10 min; inhibition, % at 10 µM; 200,000 tested, 1.5% active; AID 1006;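 active = inhibition above about 50% when tested at 10 µM, limit read from the data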
# Efa HMGR inh: E. faecalis class II HMG-CoA reductase inhibition. AID 1066. 190,000 tested, 0.41% active. inhibition, % at 10 µM. purified E. faecalis HMGR, NADPH absorbance 340 nm kinetic;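 active = inhibition above a set limit, the median over all tested compounds plus 3 SD, cut at about 9.5% in these data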;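 also: enzyme runs in reverse so mevalonate oxidation gives rising NADPH absorbance; 0% = complete reaction with DMSO and 100% = background rate lacking mevalonate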
# Redox H2O2 prof: compounds producing H2O2 with reducing agent – biochemical, NIH compound library profiling, artefact control for MLSCN library redox annotation, primary screen. DTT-dependent redox cycling H2O2, phenol red/HRP absorbance; 100% = 100 µM peroxide control, 0% = buffer. activation, % at 10 µM. 200,000 tested, 0.03% active;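 active = activation of at least 50% relative to the plate's high and low controls in the primary single-dose screen; inactive = activation below 50%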;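 also: compound incubated with DTT at 0.8 mM final as the reducing agent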
# An asterisk follows results filed as active; x = no result given.
SMILES,APP transl inh,STAT1 act,G6PDH counter,NF-kB expr up,APP 5'UTR act,Hsp70 act,FLuc stim CS,FLuc inh counter,Efa HMGR inh,Redox H2O2 prof
O=C(O)c1cc(C2CC2)nn1-c1ccccc1,-6,101,1,0.97,5,-0.5,1.1,-12,2,0.2
Nc1nonc1C(=O)OCC(=O)N1CCOCC1,2,100,1,1.6,-2,-0.4,1,-4,-8,-0.8
COc1cc(C2NC(=S)NC(c3ccccc3)=C2C(C)=O)ccc1O (stereo unspecified),-7,98,7,0.9,7,-0.3,1.1,-8,0,-1.3
COc1cccc(N(C(=O)c2ccco2)c2nc(-c3sc(NC(=O)c4ccco4)nc3C)cs2)c1,4,107,8,0.58,-4,1.1,1,-3,-8,9.5
Cc1ccc(OCC(=O)NCc2ccco2)c([N+](=O)[O-])n1,5,113,6,1,-5,-0.2,1,0,-5,0.0
c1csc(-c2nc3ccccn3c2NC2CCCCC2)c1,-3,98,1,1.1,3,-0.2,1.1,-7,-6,-1.6
CC(=O)NNc1ncnc2c1cnn2-c1ccc(C)c(C)c1,-2,123,-3,1,3,0.1,1,3,-4,0.9
COc1cc(NC(=O)N2CCOCC2)cc(OC)c1,2,97,0,1.1,-2,-0.4,1.1,-6,-5,0.0
CCOc1ccc(N2Cc3ncccc3C2=O)cc1,-83,140*,5,1.9,83,0.2,0.6,38,-1,-0.2
O=C1CC(NCC2CCCO2)C(=O)N1c1ccc(Cl)cc1 (stereo unspecified),2,96,3,1.3,-2,-0.1,1.1,-5,-1,-1.0
O=C(CSc1nnc2c(Cl)cc(Cl)cn12)N1CCN(c2ccc(F)cc2)CC1,13,102,8,1,-13,-0.1,1.1,-6,2,x
COc1ccc(OCc2csc(N)n2)cc1,-50,122,3,1.8,51,-0.1,0.6,36,0,0.0
CC(C)(C)NC(=O)c1cccc(NC(=O)c2ccc(NC(=O)c3ccco3)cc2)c1,2,98,9,0.38,-2,0.0,1,3,-3,0.8
CC(C)N1CCc2c(sc(NC(=O)CCc3ccccc3)c2C(N)=O)C1,-5,102,0,0.86,5,-0.3,1.1,-5,4,-0.2
O=C(CCl)Nc1ccc(-c2ccccc2)cc1,23,68,-1,0.16,-23,0.2,1.1,-7,1,0.2
COCCCNC(=S)NCCNc1nc2cc(C)c(C)cc2cc1C#N,5,105,4,0.77,-5,-0.3,1,-2,0,0.3
CC(C)CC(c1nnnn1CCc1ccccc1)N1CCN(C(=O)c2ccco2)CC1 (stereo unspecified),0,107,-2,0.99,0,0.5,1.1,-6,-5,-0.7
CCOC(=O)N1CCN(C(=O)CN(c2ccc(Oc3ccccc3)cc2)S(C)(=O)=O)CC1,22,97,8,1.2,-22,-0.4,1.1,-12,-1,-0.8
O=C(C1=C[C@H](c2ccc3c(c2)OCO3)C[C@H](OCc2ccc(CO)cc2)O1)N1CCCCCCC1,14,100,14,1,-14,-0.3,1,-2,-5,-0.9
CCCCN(C)C(=O)CCC(=O)Nc1ccc2nc(N3CCN(C)CC3)cc(C)c2c1,-7,102,6,1.5,7,0.3,1,2,-2,-0.2
CCCCCCCCCCCC(=O)NC(C(=O)OCC)C(O)c1cccc([N+](=O)[O-])c1 (stereo unspecified),8,92,10,0.98,-7,-0.2,1.1,-8,-1,2.2
CCOC(=O)c1c(-c2cccc([N+](=O)[O-])c2)csc1NC(=O)C1CCCCC1,x,104,-2,1.1,x,0.3,1.1,-6,-1,3.2
O=C(NCc1ccccc1)c1cc[n+](Cc2ccccc2)cc1,10,97,2,1.1,-10,-0.4,1.1,-5,-2,-1.8
CCOc1ccc(N=Cc2c(O)n(-c3cccc(C)n3)c(=O)c3ccccc23)cc1,14,99,-1,0.61,-14,-0.3,1,-1,-6,1.5
O=C(COC(=O)CN1C(=O)C2CCCCC2C1=O)NC1CCS(=O)(=O)C1 (stereo unspecified),8,93,-4,1.3,-8,-0.2,1.1,-9,0,-0.3
COc1ccc(NCc2ccc(OC)c(OC)c2)cc1,3,100,11,1.3,-3,-0.3,1,-3,2,-1.1
O=C(NCc1ccc(Cl)cc1)C(=O)NCC1OCCN1C(=O)c1ccc(Cl)cc1 (stereo unspecified),-4,109,-2,0.95,4,-0.2,1,-3,-2,-0.5
COc1ccc(OC)c(NC(=O)Cn2cccc2)c1,-3,106,4,1.1,3,-0.3,1,-2,-4,2.1
Cn1ncc(Br)c1C(=O)NCc1cccs1,2,86,2,1.1,-2,0.0,1,-2,0,0.7
CC(=O)Nc1ccc(NC(=O)C(C)n2nc(C)c([N+](=O)[O-])c2C)cc1 (stereo unspecified),2,102,3,1.2,-2,0.7,1,-3,0,-0.2
CCC1CCCCN1C(=O)c1c(-c2ccccc2)noc1C (stereo unspecified),-12,100,14,1.1,12,-0.6,1,1,1,0.6
O=C(COC(=O)CCc1ccccc1)NC(c1ccccc1)c1ccccc1,8,97,7,1.1,-8,-0.5,1.1,-8,-7,0.3
c1cc2c(cc1Nc1nc(-c3ccc4c(c3)OCO4)cs1)OCCO2,-25,137*,-45,1.2,25,-0.2,0.9,12,-2,-0.1
CC(C)CC(=O)Nc1cccc(C(=O)Nc2ccccc2C(=O)O)c1,-5,89,3,1.3,5,-0.4,0.8,18,3,0.0
COC1(OC)C(/C=C/c2ccc(C)cc2)C(C#N)(C#N)C1(OC)OC (stereo unspecified),-2,93,x,1.4,2,0.0,x,x,3,0.5
Cc1ccc(Nc2nnc(SCC(=O)NCCN3C(=O)CSC3=O)s2)cc1,-32,102,-15,1.4,32,0.0,0.5,46,-12,0.6

# Overlap with the part before: 6 entries, then new ones.
SMILES,APP transl inh,STAT1 act,G6PDH counter,NF-kB expr up,APP 5'UTR act,Hsp70 act,FLuc stim CS,FLuc inh counter,Efa HMGR inh,Redox H2O2 prof
CCC1CCCCN1C(=O)c1c(-c2ccccc2)noc1C (stereo unspecified),-12,100,14,1.1,12,-0.6,1,1,1,0.6
O=C(COC(=O)CCc1ccccc1)NC(c1ccccc1)c1ccccc1,8,97,7,1.1,-8,-0.5,1.1,-8,-7,0.3
c1cc2c(cc1Nc1nc(-c3ccc4c(c3)OCO4)cs1)OCCO2,-25,137*,-45,1.2,25,-0.2,0.9,12,-2,-0.1
CC(C)CC(=O)Nc1cccc(C(=O)Nc2ccccc2C(=O)O)c1,-5,89,3,1.3,5,-0.4,0.8,18,3,0.0
COC1(OC)C(/C=C/c2ccc(C)cc2)C(C#N)(C#N)C1(OC)OC (stereo unspecified),-2,93,x,1.4,2,0.0,x,x,3,0.5
Cc1ccc(Nc2nnc(SCC(=O)NCCN3C(=O)CSC3=O)s2)cc1,-32,102,-15,1.4,32,0.0,0.5,46,-12,0.6
Fc1ccc(N2CCN(C(c3cccs3)c3nnnn3CCc3ccccc3)CC2)cc1 (stereo unspecified),-7,99,3,0.83,7,-0.1,1.1,-6,-2,0.5
O=C(c1ccc(COCC(F)(F)F)o1)N1CCCC1,-2,99,10,1.1,2,0.3,1.1,-8,-12,0.7
CC(C)CN(CC(C)C)C(=S)Nc1ccc(Cl)cc1,4,87,5,0.8,-4,0.0,1.1,-7,-2,-0.2
O=c1oc2c3c(nn2c2ccccc12)CCCC3,7,100,11,1.1,-7,-0.1,1.1,-7,-4,0.0
CCN(C(=S)NCCOC)c1cccc2ccccc12,1,86,12,0.96,-1,-0.3,1,-1,-3,-0.9
COC(=O)c1ccc(C(=O)OC)c(NC(=S)N2CCN(c3ccccn3)CC2)c1,-17,95,6,1.1,17,-0.4,1,-2,-8,0.8
Cc1ccc(OCc2nc(-c3cccs3)no2)c([N+](=O)[O-])c1,-198,98,2,11*,198*,0.1,0.4,61*,-1,-0.8
C=CCn1c(=NC(=O)C2COc3ccccc3O2)sc2cc(S(N)(=O)=O)ccc21 (stereo unspecified),18,98,-1,0.7,-18,0.0,1.1,-6,-4,-0.3
CC1(C)CC(=O)C2=C(C1)Oc1ncn(Cc3ccco3)c(=N)c1C2c1ccccc1 (stereo unspecified),-8,95,8,0.81,8,0.0,1.1,-5,-3,1.8
O=C1CC(c2ccccc2)CC(=O)C1CS(=O)(=O)c1ccccc1 (stereo unspecified),20,93,0,1,-20,-0.2,1.1,-10,7,-0.9
CC(=O)N1CCN(CC(=O)Nc2ccc(Cl)c(S(=O)(=O)N(C)C)c2)CC1,0,97,-9,1.1,0,-0.5,1.2,-15,-6,-0.1
CCC(CO)n1cnnc1-c1ccncc1 (stereo unspecified),6,108,-9,1.1,-6,-0.3,1.1,-8,1,0.0
O=C(C1=C[C@@H](c2ccccc2)C[C@@H](OCc2ccc(CO)cc2)O1)N1CCN(Cc2ccc3c(c2)OCO3)CC1,12,92,3,0.75,-12,0.5,1,-3,1,-0.6
Cn1c(CCc2nc3ccccc3[nH]2)n[nH]c1=S,-22,110,7,1.2,22,-0.3,1,0,-5,0.0
O=C(CCn1ccnc1)Nc1ccc2ccccc2c1,-9,103,4,1,9,-0.5,1,-1,4,-1.3
Cc1cccc(C)c1NC(=S)NCCc1ccc(O)c(O)c1,-47,106,19,1,47,-0.2,1.1,-6,-3,-0.1
Cc1c(CNC(=O)c2c([N+](=O)[O-])cnn2C)cnn1C,5,106,1,x,-5,-0.3,1,-3,-3,-1.0
COC(=O)c1ccc(NC(=O)C(=O)NCC2CCCO2)cc1 (stereo unspecified),-12,105,1,1.4,13,-0.2,1,3,-1,0.0
Cc1csc(NC(=O)Cn2cnnn2)n1,4,103,5,1.1,-4,0.3,1.1,-12,0,-0.5
COc1cc(OC)cc(C(=O)N[C@H](C(=O)Nc2nc3c(s2)CCCC3)C(C)C)c1,2,104,6,0.76,-2,-0.5,1,-1,-2,0.3
COc1ccc(N2CCN(C(=O)CN3C(=O)C4CC=CCC4C3=O)CC2)cc1 (stereo unspecified),1,104,10,1.1,-1,-0.2,1.1,-5,0,-1.4
CCOc1ccccc1NC(=O)N1CCCC(c2nc(-c3ccc(C)o3)no2)C1 (stereo unspecified),-4,106,10,0.79,4,-0.2,1.1,-9,-4,0.1
Cc1ccc(C2CC(c3cccs3)=NN2C(=O)CSc2nc3ccccc3o2)cc1 (stereo unspecified),10,95,13,0.75,-10,0.4,1,-4,-3,1.6
COc1ccc(NC(=O)C2CC(=O)OC2c2ccccc2)cc1 (stereo unspecified),-6,97,0,1.5,6,-0.2,1,0,0,-0.3
CCc1ccc(OCCCOc2ccc(C=O)cc2)cc1,8,107,5,1.1,-8,-0.2,1,-1,-5,-0.4
Fc1ccccc1CN(CCN1CCOCC1)C(=S)Nc1ccccc1Cl,0,101,19,1.3,0,-0.3,1,0,-2,-0.6
O=C(c1cccnc1NCc1ccccc1)N1CCOCC1,4,103,-5,0.97,-4,-0.4,1.1,-8,1,2.6
CC(=O)Nc1sc2c(c1CN1CCN(c3ccc(F)cc3)CC1)CCCC2,-7,107,-1,1,7,-0.4,1.1,-8,-1,1.1
Cc1ccc(N(CC(=O)NC2CCCC2)C(=O)c2ccc(C)s2)cc1,1,93,12,1.2,-1,-0.2,1,-1,-1,-2.2
O=c1[nH]c(CN2CCOCC2)nc2cc(Cl)ccc12,-2,102,8,1,2,0.0,1,-4,-5,-1.3
